Screens from PubChem BioAssay.
KB-V1 MDR tox: kills drug-selected multidrug resistant KB-V1 cells; Potency, µM (highest dose often 46.1 µM), inactives show at the highest dose activity change, negative = cytotoxicity, most hits filed as cytotoxic; AID 1347076; actives 3.4% (n = 400,000); KB-V1 MDR cells viability, CellTiter-Glo, 72 h; also: % is scaled to controls: 0 for no effect and ±100 for the full control effect; nearly all actives have a fitted effect of over 60% in size
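Cytotoxicity via CellTiter-Glo luminescence after 72 h compound exposure at 37 degrees C. Cells: drug-selected KB-V1 line, DMEM phenol-red free plus 10% FBS. Compounds tested at multiple concentrations; normalized data fitted to concentration-effect curves.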
GLP-1R inv ag: GLP-1 receptor (human) inverse agonism. Potency, µM (doses to about 38.3 µM), inactives show at the top dose activity change, negative = inhibition, hits mostly inhibitors. actives 1.6% (n = 410,000). P43220. AID 624417. HEK293 GLP-1R CRE-luciferase, luminescence, 24 h; GLP-1R form is constitutively active; also: % is scaled to controls: 0 for no effect and ±100 for the full control effect; nearly all actives have a fitted effect of over 55% in size
Target sequence (P43220 whole entry, looked up): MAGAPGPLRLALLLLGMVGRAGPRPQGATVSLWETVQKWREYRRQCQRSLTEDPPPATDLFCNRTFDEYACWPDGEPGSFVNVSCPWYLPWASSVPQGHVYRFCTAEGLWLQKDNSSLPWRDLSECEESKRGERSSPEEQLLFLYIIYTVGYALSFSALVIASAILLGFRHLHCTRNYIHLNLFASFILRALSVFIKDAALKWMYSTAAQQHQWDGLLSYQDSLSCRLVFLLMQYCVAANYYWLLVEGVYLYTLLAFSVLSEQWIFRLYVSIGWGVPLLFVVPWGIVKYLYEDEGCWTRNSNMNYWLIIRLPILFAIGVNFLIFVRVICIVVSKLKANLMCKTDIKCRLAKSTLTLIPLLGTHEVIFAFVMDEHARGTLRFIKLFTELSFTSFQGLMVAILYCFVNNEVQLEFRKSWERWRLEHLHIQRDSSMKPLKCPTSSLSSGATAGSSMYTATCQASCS
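Luminescence readout: a drop in cAMP-driven luciferase signal flags inverse agonism at a constitutively active GLP-1R stably expressed in HEK293. Compound exposure lasted 24 hr at 37 deg C, 5% CO2.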
SW480 rereplic: DNA re-replication induction in SW480 cells; AID 624297; SW480 DNA re-replication, Hoechst DNA content imaging, 48 h; actives 1.8% (n = 340,000); Potency, µM (highest dose often 46.1 µM), for the others: at the highest dose re-replication activation, most hits filed as activators; also: % of control where 0% means no effect; nearly all actives have a fitted effect of over 55% in size
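First, 250 cells per well were seeded. Next, compound or vehicle (23 nL) was pinned in, plates sat 48 hr at 37 C. Finally Hoechst was added for 40 min before fluorescence scanning.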
KB-3-1 tox: kills parental KB-3-1 adenocarcinoma cells. KB-3-1 viability, CellTiter-Glo ATP luminescence, 72 h. actives 1.4% (n = 400,000). AID 1347075. Potency, µM (doses to about 46.1 µM), without a hit: at the top dose activity change, negative = cytotoxic, actives largely listed as cytotoxic; also: % is scaled to controls: 0 for no effect and ±100 for the full control effect; nearly all actives have a fitted effect of over 60% in size
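Using CellTiter-Glo luminescence, growth of non-resistant KB-3-1 adenocarcinoma cells is assessed 72 h after pin-tool compound addition at 37 °C. Normalized responses across the concentration series yield fitted curves.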
HT1080NT lethal: kills 2HG-producing HT-1080-NT fibrosarcoma cells. HT-1080-NT fibrosarcoma viability, CellTiter-Glo ATP luminescence, 48 h. Potency, µM (top dose mostly 46.1 µM), inactives show at the highest dose activity, negative = less viability, most hits filed as cytotoxic. actives 1.6% (n = 360,000). AID 686970;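 also: NT is the 2HG producing partner of a matched IDH1 knockdown line; 0% = DMSO-treated cells and -100% = media-only wells without cells; nearly all actives have a fitted effect of over 55% in size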
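HT-1080-NT fibrosarcoma cells (2HG-overproducing), 750 cells/well in RPMI with 5% FBS, dosed after 2 h and incubated 48 h at 37C. CellTiter-Glo luminescence normalized to DMSO and no-cell wells; concentration-response curves fitted and classed.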
HT1080 IDH1KD tx: toxicity to HT-1080 IDH1 knockdown cells (counter line); HT-1080 IDH1 knockdown viability, ATP luminescence, 48 h; Potency, µM (top dose mostly 46.1 µM), for inactives: at the top dose activity, negative = toxicity, actives largely listed as cytotoxic; actives 2% (n = 360,000); AID 686971;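 also: 0% = DMSO wells and -100% = cell-free medium wells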
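IDH1KD HT-1080 cells, 750/well, RPMI + 5% FBS; compound pinned after 2 h settling; 48 h, 37 °C; CellTiter-Glo luminescence; % activity normalised to DMSO and no-cell wells; curves fitted, classed by r2 and efficacy.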
GLP1R ag: agonists of human GLP-1 receptor. P43220. HEK293 GLP-1R CRE-luciferase, luminescence, 4-6 h; cells express a hypersensitive GLP-1R form. Potency, µM (highest dose often 45.6 µM), without a hit: at the top dose activation, hits mostly activators. actives 0.007% (n = 380,000); also: % of control where 0% means no effect
TDP43 rescue: inhibitors of TDP-43 toxicity in yeast. TDP-43 expressing yeast growth rescue, BacTiter-Glo, 24 h. Potency, µM (top dose mostly 46.1 µM), inactives show top-dose growth rescue (activation), usual class: activators. actives 1.8% (n = 410,000). AID 652104; also: % of control where 0% means no effect; nearly all actives have a fitted effect of over 50% in size
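Yeast expressing TDP-43 (pregrown in raffinose, seeded at OD600=0.02 in galactose medium) exposed to compounds 24 hr at 30 deg C. Growth read by BacTiter-Glo luminescence; rescue of toxicity appears as increased signal.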
GLP1R cytotox: cytotoxicity counter-screen for GLP-1 receptor inverse agonists | actives 0.13% (n = 410,000) | HEK293 cAMP-luciferase reporter cells, luminescence, 24 h | Potency, µM (titrated, usually from 38.3 µM), for the others: at the top dose activity change, negative = inhibition, actives largely listed as inhibitors | AID 624418;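 also: loss of luciferase light is scored as toxicity; % is scaled to controls: 0 for no effect and ±100 for the full control effect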
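MLSMR compounds, 24 hr on cells at 37 deg C/5% CO2; luminescence after luciferase reagent (12 min RT). Inhibition counted as the undesired cytotoxic outcome.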
Starred values were filed as active, the others as inactive; i = inactive; ? = inconclusive; nt = not tested or not shown; [ ] = remark or other dose. Calls follow the shape of the dose curve; as a rule, active = well fitted curve in the direction sought with a large enough effect; inconclusive = small, poorly fitted or top-dose-only effect, or another doubt; inactive = no such curve, though single readings can be large; an effect the other way counts as inactive or inconclusive. Potency is read from the fitted curve at half-maximal effect.

Second line of a record – KB-V1 MDR tox	GLP-1R inv ag	SW480 rereplic	KB-3-1 tox	HT1080NT lethal	HT1080 IDH1KD tx	GLP1R ag	TDP43 rescue	GLP1R cytotox
- Cc1ccc(NC(=O)COC(=O)Cc2c[nH]c3ccccc23)cc1
→ -7.9%	-9.7%	nt	-0.4%	-9.0%	-0.2%	5.9%	-11.7%	4.7%
- Cc1cc(C)cc(OCc2nnc(SCC(=O)Nc3ccccc3)o2)c1
→ 0.0%	0.0%	-4.7%	4.6%	1.5%	11.2%	2.6%	4.1%	-27.6%
- CCN(Cc1ccccc1)C(=O)c1ccc(Cl)cc1[N+](=O)[O-]
→ -4.3%	?	-24.6%	6.1%	-0.2%	-2.2%	4.4%	0.4%	-5.3%
- Cc1ccccc1S(=O)(=O)Cc1ccc(C(=O)NCc2cccnc2)o1
→ ?	0.0%	-1.8%	-6.3%	-5.0%	-0.7%	-8.6%	-8.6%	7.2%
- CNC(=O)c1ccsc1NC(=O)c1ccccc1
→ 2.6%	33.8%	1.1%	-0.5%	-3.0%	0.5%	16.3%	21.7%	-12.4%
- CCc1sc(C(=O)N2CCN(c3ncccn3)CC2)cc1Br
→ 6.5%	?	-4.5%	24.5%	13.2%	11.8%	11.9%	?	4.1%
- O=C(CCS(=O)(=O)c1ccccc1)Nc1nnc(C(F)(F)F)s1
→ ?	?	13µM*	?	?	18.4µM*	3.9%	-16.3%	-24.1%
- COCCN(C(=O)CSc1nnc(-c2ccccc2OC)o1)c1c(N)n(CC(C)C)c(=O)[nH]c1=O
→ 7.7%	0.6%	1.9%	0.0%	9.4%	4.5%	-2.0%	8.8%	-1.1%
- CC(=O)c1cccc(NC(=O)C2CCN(C(=O)c3ccc([N+](=O)[O-])cc3)CC2)c1
→ -3.1%	-5.4%	26.1%	3.7%	-7.4%	-3.1%	-0.5%	17.0%	-10.8%
- COC(=O)CNC(=O)Nc1cc(C(=O)NCc2ccc(C)cc2)ccc1N1CCCC1
→ ?	10.9%	nt	-1.3%	nt	nt	nt	16.6%	1.2%
- COC1OC(CO)C(N(C)C(C)=O)C1O (stereo not given)
→ 2.0%	3.8%	-5.0%	1.0%	0.0%	11.1%	-2.1%	-10.7%	6.2%
- COc1ccccc1C(=O)NCc1ccc2c(c1)CCN2C(=O)c1cccc(C)c1
→ 10.9%	1.0%	nt	10.4%	nt	nt	nt	-2.9%	-2.5%
- COc1ccc(C(=O)NC(CC(=O)O)c2cc([N+](=O)[O-])ccc2Cl)cc1 (stereo not given)
→ 6.5%	-11.5%	-72.6%[inhibitor]	7.3%	0.5%	11.7%	10.7%	-19.3%	7.1%
- Cc1oncc1-c1csc(-c2ccccc2Cl)n1
→ 13µM*	-15.8%	i[1.84 µM]	?	16.5%	-1.6%	24.2%	21.2%	5.0%
- Cc1cn([C@H]2C[C@H](O)[C@@H](CNC/C=C/c3ccccc3[N+](=O)[O-])O2)c(=O)[nH]c1=O
→ 1.8%	17.7%	nt	9.1%	-0.3%	1.9%	3.9%	7.1%	5.0%
- CCC(=O)N1CCc2cc(S(=O)(=O)N3CCN(c4cc(C)ccc4C)CC3)ccc21
→ 4.1%	7.6%	4.1%	0.0%	15.0%	5.2%	-3.2%	-8.7%	-12.7%
- COc1cccc(NC(=O)c2c(C(=O)Nc3ccccc3)sc3nc(C)cc(=O)n23)c1
→ 0.0%	0.3%	nt	-2.4%	nt	nt	nt	24.8%	-1.0%
- CN1CC(=O)N(CC(=O)Nc2ccc(OCc3ccccc3)cc2)C1=O
→ 16.2%	?	1.5%	-22.4%	-3.6%	-5.9%	10.5%	-2.4%	-16.7%
- CC(=O)c1cccc(NC(=O)Cn2cc3c(n2)CCCC3)c1
→ -3.9%	1.4%	1.4%	-1.0%	0.1%	6.4%	9.9%	13.1%	-18.7%
- O=C1NC[C@H](Cc2ccc(O)cc2)N(CC2CCCCC2)C1=O
→ 21.4%	24.0%	1.4%	8.7%	-1.3%	3.6%	8.7%	3.5%	6.2%
- COc1ccc(S(=O)(=O)N2CCCCC2)cc1NC(=O)c1ccc2ccccc2n1
→ -24.2%	36.4%[activator]	-1.2%	0.0%	15.9%	13.5%	-7.4%	8.2%	0.2%
- COc1ccc(N2CCN(CC(=O)Nc3nnc(-c4ccccc4)s3)CC2)cc1
→ 5.5%	3.2%	0.1%	23.5%	-0.2%	-3.3%	7.1%	-3.0%	12.1%
- Cc1nnc(NCCc2ccccc2)[nH]c1=O
→ 19.0%	0.0%	-1.0%	15.3%	2.9%	6.5%	-7.1%	21.8%	-5.1%
- O=C(NCCOC(=O)C1COc2ccccc2O1)c1cccnc1 (stereo not given)
→ 1.7%	-3.3%	-7.0%	10.8%	22.2%	17.1%	-8.3%	0.0%	-0.8%
- COc1cc(NC(=O)c2cccs2)ccc1NC(=O)Cc1ccccc1
→ nt	?	0.6%	nt	11.6%	3.0%	2.4%	-4.2%	-4.0%
- COc1ccccc1C1C2=C(CC(C)(C)CC2=O)N(CC(=O)O)C2=C1C(=O)CC(C)(C)C2
→ -5.7%	21.6%	-32.8%[inhibitor]	-3.8%	4.2%	2.2%	-6.5%	12.4%	227.2%[activator]
- Cc1ccc(C)c(NC(=S)NNC(=O)c2csc(C)c2)c1
→ 18.4µM*	3.0%	-10.6%	?	8.3%	10.6%	0.2%	?	-1.3%
- CCOC(=O)c1sc(NC(=O)CCC(=O)O)nc1C
→ ?	8.2%	-13.0%	2.5%	16.9%	-2.2%	8.3%	-5.4%	-11.3%
- CC1(C(=O)NCc2cccc3ccccc23)CCN1Cc1ccc(OC(F)(F)F)cc1 (stereo not given)
→ -2.0%	?	nt	0.0%	?	?	-9.1%	15.1%	-6.9%
- C#CCOCCOCCOCCNc1nc(N2CCN(C(=O)[C@H](CCCCN)n3cc(CN)nn3)CC2)nc(N2CCN(C(=O)[C@H](CCCCN)n3cc(CN)nn3)CC2)n1
→ ?	9.5%	-8.3%	0.0%	6.8%	13.9%	5.2%	3.8%	0.1%
- Cc1ccc(S(=O)(=O)NCCc2csc(-c3cccc(F)c3)n2)cc1
→ -10.0%	-26.7%	nt	-23.2%	nt	nt	nt	17.8µM*	-0.3%
- CCc1ccc(Nc2nnc(SCC(=O)N(C)CC(=O)Nc3ccccc3CC)s2)cc1
→ ?	?	5.9%	0.0%	16.3%	8.8%	0.2%	18.9%	-16.9%
- COC(=O)C1CN(S(=O)(=O)c2ccc(NC(C)=O)cc2)CCS1 (stereo not given)
→ -2.6%	16.1%	-4.4%	-0.7%	-11.1%	-6.2%	10.4%	-12.7%	15.4%
- Cc1cc(-c2c(C)n([O-])c(C)c(C)[n+]2=O)ccc1F
→ 4.6%	-14.3%	4.6%	9.4%	12.5%	14.6%	0.4%	12.4%	-2.7%
- CCOc1cc(CNc2ncc(-c3ccc(OC)cc3)n2C)ccc1O
→ ?	-0.2%	-8.7%	-4.1%	9.3%	-5.0%	-2.0%	-9.3%	-10.1%
- Cc1nn(CC#N)c(=O)n1N(C)c1ncc(C(F)(F)F)cc1Cl
→ 1.0%	5.9%	8.6%	-1.6%	7.2%	-0.9%	3.0%	2.9%	15.6%
- CCN1CCN(S(=O)(=O)c2ccc(Cl)c(C(=O)NC(C)(C)C)c2)CC1
→ -1.6%	1.5%	-8.5%	8.2%	-0.6%	4.6%	6.3%	10.4%	-3.0%
- O=C(COC(=O)/C=C/c1ccccc1Cl)NC1CC1
→ 12.0%	12.9%	nt	2.4%	4.2%	-7.8%	12.1%	20.2%	-14.9%
- COc1cc(Cn2c3ccc(NC(=O)CC(C)C(F)(F)F)cc3c(=O)n2C)ccc1F (stereo not given)
→ -2.3%	-18.5%	nt	0.0%	7.7%	-0.4%	-2.9%	27.8%	-8.3%
- O=C(CN(C(=O)c1csnn1)c1ccccc1)NCCc1ccccc1
→ 3.3%	2.1%	-2.9%	3.4%	9.7%	0.1%	3.6%	-13.1%	-5.7%
- Oc1oc(-c2cccc3ccccc23)nc1/C=N/c1nccs1
→ -18.9%	0.1%	1.3%	?	-6.7%	-2.5%	-4.9%	15.1%	20.2%
- O=C1C2CC=CCC2C(=O)N1c1cccc(OS(=O)(=O)c2ccc3ccccc3c2)c1 (stereo not given)
→ 20.6µM*	-28.5%	-1.9%	2.5%	-23.5%	-22.0%	-4.9%	24.2%	11.8%
- COc1cccc(C(C)(O)c2nc(-c3ccc(N(C)C)cc3)cs2)c1 (stereo not given)
→ -19.5%	?	nt	?	?	?	21.5%	0.0%	11.2%
- COC(=O)c1ccc(/C=C2\CCn3c2nc2cc(C(=O)O)ccc2c3=O)cc1
→ 0.0%	-3.7%	?	-0.1%	6.8%	6.3%	-0.7%	-3.9%	-2.0%
- Nc1nc(SCC(=O)N2CCCCC2)[nH]c(=O)c1NC(=O)c1ccccc1F
→ -2.7%	4.0%	-23.4%	1.9%	-7.1%	-9.3%	26.6%	-1.5%	9.8%
- COc1cc(OC)c(C(=O)NC2CCCc3ccccc32)cc1OC (stereo not given)
→ -18.7%	?	1.3%	-2.1%	-17.7%	-1.5%	34.2%	0.0%	2.2%
- Cc1cccc2cc(CN(Cc3cccs3)C(=S)NCc3ccco3)c(=O)[nH]c12
→ 3.66µM*	?	-7.4%	-16.8%	-13.0%	-6.1%	-0.9%	0.0%	7.7%

2 entries from above, set out differently:
Molecule	KB-V1 MDR tox	GLP-1R inv ag	SW480 rereplic	KB-3-1 tox	HT1080NT lethal	HT1080 IDH1KD tx	GLP1R ag	TDP43 rescue	GLP1R cytotox
CCN(Cc1ccccc1)C(=O)c1ccc(Cl)cc1[N+](=O)[O-]	-4.3%	?	-24.6%	6.1%	-0.2%	-2.2%	4.4%	0.4%	-5.3%
CC(=O)c1cccc(NC(=O)Cn2cc3c(n2)CCCC3)c1	-3.9%	1.4%	1.4%	-1.0%	0.1%	6.4%	9.9%	13.1%	-18.7%
